MOR-DOR ag: agonists of OPRM1-OPRD1 heterodimerization, primary screen, cell-based, luminescence; 340,000 compounds, 0.3% hits; activation, % at 9.3 µM; Mu-type opioid receptor (Homo sapiens) + Delta-type opioid receptor (Homo sapiens), …; cells; in the data active means activation above about 18%;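 further: 0% = vehicle-treated cells and 100% = reference agonist; values of inactives mirror those of a sister screen read the other way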
HTR5A ag ctr: HTR5A agonists in luminescence cell assay, primary screen, counter-screen for OPRM1-OPRD1 heterodimer agonist project, full-deck HTS. 5-hydroxytryptamine receptor 5A (Homo sapiens), P47898. cell-based. activation, % at 9.3 µM. 340,000 compounds, 0.61% hits. AID 504692, 2011; in the data active means activation mostly above about 9.5%, no sharp cut-off; inactive means mostly below about 7.6%;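 further: 0% = cells with vehicle only and 100% = reference agonist; strong numbers were not always called active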
Target sequence (P47898 whole entry, looked up): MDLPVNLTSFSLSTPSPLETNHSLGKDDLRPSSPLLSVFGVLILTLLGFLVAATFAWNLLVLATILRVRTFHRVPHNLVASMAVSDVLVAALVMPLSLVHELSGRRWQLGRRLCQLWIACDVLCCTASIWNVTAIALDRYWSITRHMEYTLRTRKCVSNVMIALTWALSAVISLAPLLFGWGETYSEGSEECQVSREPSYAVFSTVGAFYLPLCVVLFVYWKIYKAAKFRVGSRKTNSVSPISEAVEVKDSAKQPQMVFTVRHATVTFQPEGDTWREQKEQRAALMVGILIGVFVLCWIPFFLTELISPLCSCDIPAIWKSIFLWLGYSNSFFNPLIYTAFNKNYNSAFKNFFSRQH
Pemphigus Ab inh: inhibitors of pemphigus antibody binding to DSG3, primary screen, biochemical, bead-based, flow cytometry, scFv-GFP; DSG3-coupled beads, scFv-anti-DSG3-GFP binding; active compounds read low; 310,000 compounds, 0.48% hits; binding (percent of control), % at 10 µM;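 active means binding more than 3 SD below its plate's average and above zero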;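 further: hits lower antibody fragment binding to DSG3; some compounds called inactive have numbers as strong as hits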
phage Ecoli inh: growth loss of phage-infected E. coli, primary screen, RecBCD inhibitor project, absorbance, with phage, HTS | 360,000 compounds, 0.26% hits | inhibition, % at 11.9 µM; in the data active means inhibition above about 11%
AddAB inh: growth inhibition of E. coli expressing H. pylori AddAB, primary screen, AddAB inhibitor project, absorbance. inhibition, % at 11.9 µM. 330,000 compounds, 0.29% hits. AID 435030, 2010; in the data active means inhibition above about 12%;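 further: 0% = vehicle wells of infected cells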
OPRM1-OPRD1 inv: inverse agonists of MOR-DOR heterodimerization, primary screen, cell-based, luminescence; Mu-type opioid receptor (Homo sapiens) + Delta-type opioid receptor (Homo sapiens), …; cell-based MOR-DOR heterodimer luminescence, inverse agonism; inhibition, % at 9.3 µM; 340,000 compounds, 0.21% hits; AID 504357, 2011; in the data active means inhibition above about 22%, passing the limit was not always enough;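 further: 0% = cells with DMSO and 100% = wells without cells with DMSO; values of inactives mirror those of a sister screen read the other way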
PfHsp90 yeast 2: growth inhibition of PfHsp90-expressing yeast, primary screen, antimalarial PfHsp90 inhibitor project, S. cerevisiae, BacTiter-Glo luminescence, single point, set 2 | BacTiter-Glo ATP, 48 h; yeast lacking PDR1 and PDR3 efflux regulators | inhibition, % at 9.4 µM | 310,000 compounds, 0.32% hits | AID 504621, 2011;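 active means every replicate shows inhibition above about 80%, whatever the replicate mean, limit read from the data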;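 further: 0% = DMSO neutral controls and 100% = 20 µM radicicol positive controls; yeast relying on Plasmodium falciparum Hsp90 in place of its own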
PKA-R1A activ: activators of PKA-R1A holoenzyme, primary screen, biochemical, fluorescence polarization, Cy5-IP20, bovine R1A, mouse PKAc; 340,000 compounds, 0.083% hits; activation, % at 11.4 µM; AID 504707, 2011; cAMP-dependent protein kinase type I-alpha regulatory subunit (Bos taurus) + …; PKA-R1A dissociation; scaled: DMSO 0%, 113 µM cGMP 100%;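 active means percent activation above the mean of all tested compounds plus 3 SD, cut at about 19% in these data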;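 further: higher means more PKAc released from R1A so a rise in polarization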
SUMO Mot1 rescue: yeast Mot1-301 growth rescue at high temperature, primary screen, SUMOylation pathway inhibitor project, S. cerevisiae, ATP luminescence, 38.5C | S. cerevisiae Mot1-301 growth rescue; percent above DMSO median, 100 means doubled | growth rescue, % at 18.8 µM | 320,000 compounds, 1% hits | AID 2716, 2010;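 active means every valid replicate shows activation above 250% relative to neutral control wells; inactive means the rest, any valid replicate at or below 250%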;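 further: OY570 slx delta 5 strain wells were the positive control but not used for scaling; some compounds called inactive have numbers as strong as hits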
HTR5A inv ctr: HTR5A inverse agonists in luminescence cell assay, primary screen, counter-screen for OPRM1-OPRD1 heterodimer inverse agonist project, full-deck HTS; 340,000 compounds, 0.083% hits; 5-hydroxytryptamine receptor 5A (Homo sapiens), P47898; HTR5A cell line, inverse agonism; inhibition, % at 9.3 µM; in the data active means inhibition mostly above about 23%, no sharp cut-off; inactive means mostly below about 18%;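 further: 0% = cells with DMSO and 100% = no-cell wells with DMSO; some compounds called inactive have numbers as strong as hits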
E coli growth: E. coli V3065 growth inhibition, primary screen, counter-screen for AddAB inhibitor project, absorbance, OD600; 18 h; inhibition, % at 11.9 µM; 330,000 compounds, 0.27% hits;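 active means inhibition above the campaign's mean inhibition across all tested compounds plus 3 SD, cut at about 9.9% in these data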;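 further: uninfected addAB+ strain grown without phage in ampicillin broth; 0% = DMSO wells and 100% = ciprofloxacin 0.95 µg/ml wells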
Active calls of the source: *; x = not tested or not shown; & = joins results of further samples.

SMILES	MOR-DOR ag	HTR5A ag ctr	Pemphigus Ab inh	phage Ecoli inh	AddAB inh	OPRM1-OPRD1 inv	PfHsp90 yeast 2	PKA-R1A activ	SUMO Mot1 rescue	HTR5A inv ctr	E coli growth
CCN1CCCC1CNCc1cccc(OC)c1OCc1ccc(F)cc1 (stereo unspecified)	0.2	4.8	100.1	-1.6	-4.2	-0.9	-15.3	5.8	-16.4	-16.2	-4.0
CC(NC(=O)/C(C#N)=C/c1ccco1)c1ccccc1 (stereo unspecified)	-0.3	-3.1	98.6	-1.5	-2.3	1.4	21.0	-5.1	-14.9	8.9	-0.2
COc1ccc(NC(=O)CN(C)C(=O)c2ccc(N3CCCCCC3)c([N+](=O)[O-])c2)cc1	-0.6	-5.3	118.1	1.4	0.3	3.8	-7.4	-5.2	5.6	16.1	0.3
CCCCN(CC)C(=O)Cc1c(C(=O)O)[nH]c2ccc(Cl)cc12	-2.6	-1.4	102.1	1.4	3.5	10.7	12.4	-0.9	11.2	12.8	2.2
O=C1CCCN1CC(CN1CCOCC1)Sc1nnnn1-c1ccccc1 (stereo unspecified)	-2.5&-2.1	2.1&-3.7	87.4&97.6	1.0&1.1	-0.5	12.8&12.1	3.8&2.1	-0.4&5.6	1.2	-8.1&7.9	-3.9
CCn1cc(C(=O)NCCN(C)C)c(=O)c2cc(F)c(N3CCN(C)CC3)cc21	-1.7	1.7	107.4	96.4*	100.7*	7.9	13.2	0.3	-3.5	-5.9	98.0*
COc1cc(CC(=O)OCC(=O)N2C(C)CCCC2C)cc(OC)c1OC (stereo unspecified)	-1.5	3.3	98.3	-1.7	0.7	8.9	-29.4	9.8	4.6	-12.9	-1.7
Cc1cccn2c(=O)c(/C=C(\C#N)C(N)=O)c(N3CCN(Cc4ccc5c(c4)OCO5)CC3)nc12	-1.0	11.4*	100.4	2.2	3.5	5.3	12.4	-5.6	-9.0	-39.5	0.7
CC(C)(Oc1ccc(Cl)cc1)C(=O)Nc1cccc(S(=O)(=O)NC2=NCCC2)c1	0.7	-3.6	x	1.2	3.6	-2.8	-11.8	-17.2	2.8	9.0	2.8
O=S(=O)(c1ccccc1)N1CCN=C1SCc1ccccc1Cl	1.0	1.6	93.8	6.2	2.5	-7.1	14.6	6.5	18.9	-4.7	-1.4
Cc1ccccc1OCCn1ccnc1	-4.0	4.8	122.9	1.0	3.2	19.3	4.3	0.9	-3.7	-16.3	-0.7
Cc1nn(-c2ccccc2)c2c1C(c1ccc(F)cc1)C(C#N)=C(N)O2 (stereo unspecified)	-1.9	-2.3	x	-0.2	0.3	10.1	1.7	-11.3	36.4	13.9	-2.3
Cc1ccc(C)c(S(=O)(=O)Nc2ccc(S(=O)(=O)Nc3onc(C)c3C)cc2)c1	-1.0	-1.3	100.3	3.3	x	5.8	-25.7	-2.4	x	15.1	x
CC(=O)NC(CCC(=O)O)C(=O)O (stereo unspecified)	-0.6	-1.2	x	4.0	x	3.1	-3.4	-8.9	x	4.3	x
O=C(CSc1nnc(-c2ccccc2O)o1)N1CCCCC1	-1.4	0.7	106.5	-2.1	1.9	7.3	1.3	5.9	-14.1	-1.9	2.1
Cc1cccc(-c2nc(CSCC(=O)N3CCN(c4ccccn4)CC3)c(C)o2)c1	-1.4	2.8	96.1	0.3	3.6	6.4	-3.0	-6.3	-9.8	2.5	-0.8
CC(Oc1ccccc1F)C(=O)NNC(=O)CCNC(=O)c1ccccc1Cl (stereo unspecified)	-2.4	2.9	106.0	1.7	-1.5	12.9	-8.7	7.4	3.7	2.1	-1.3
COCCNC(=O)C(=O)NNC(=O)COc1ccc(OC)cc1	-1.6	-0.4	85.1	3.4	3.5	10.2	5.3	-3.5	118.1	-4.1	-0.9
CSc1ccccc1OCc1cc(C(=O)N2CCCC(C)C2)no1 (stereo unspecified)	-0.6	-1.7	102.0	2.7	-0.9	3.3	-15.8	-9.4	-7.5	15.4	-0.7
COC(=O)CCN(C(=O)C1C2CC3CC(C2)CC1C3)c1ccccn1 (stereo unspecified)	-0.6	0.2	102.0	1.2	-0.2	3.2	2.7	-3.5	-6.6	-6.2	-3.1
CCOc1ccc(NC(=O)C/C(C)=N/NC(=O)c2cnccn2)cc1	-1.8	-1.4	94.9	0.4	x	12.2	-2.2	1.4	2.6	-4.8	x
COc1cc(C(=O)NC(C)c2ccc3ccccc3c2)cc(Cl)c1O (stereo unspecified)	-2.8	0.9	x	2.1	1.6	17.6	-24.6	14.8	17.4	6.5	-4.9
Cc1ccccc1C(=O)Oc1ccc(Br)cc1C(=S)N1CCCC1	0.9	-2.3	101.7	0.6	0.8	-4.4	x	-0.8	-9.4	5.5	1.4
COc1cccc(/C=C/C(=C2/C(=O)N(c3ccccc3)N=C2C)c2ccc(C)cc2)c1OC	-1.4	4.6	97.1	1.8	1.5	6.9	3.6	2.1	3.6	-18.2	-2.6
Cc1nc(CSc2nnc(Nc3cccc(C)c3C)s2)cs1	-3.3	2.1	79.8	5.6	1.9	16.9	21.6	3.7	-11.5	9.4	-2.9
CC(=O)N1CCSc2ccc(S(=O)(=O)Nc3cccc(C)c3)cc21	-0.2	-0.3	73.0	-0.3	1.3	1.2	-13.9	5.5	-11.6	-5.3	0.8
C[C@@H]1COC(=O)[C@@H](Cc2ccc(F)cc2)C/C=C\C[C@@H](CC(=O)N(CCO)Cc2ccccc2)C(=O)N1	2.8	-0.8	105.8	1.3	-0.6	-16.3	12.6	7.8	-6.9	-8.2	-2.1
O=C(CSc1nc(-c2cccs2)cc(C(F)(F)F)n1)NCc1ccco1	-2.7	3.9	98.5	0.9	0.9	15.7	3.8	-3.9	9.7	22.6	0.7
O=c1c(Oc2ccccc2)coc2cc(O)cc(O)c12	-1.5	-0.2	100.1	3.4	1.0	8.4	-4.5	-12.3	-19.7	-52.3	1.7
COC(=O)c1c(C)cc(O)c(C=O)c1O	-1.4	-0.1	98.2	x	3.0	7.8	-0.3	-4.5	566.7*	-28.5	-1.2
CCOC(=O)C1CCCN(C(=O)C2CC(=O)N(c3ccc(C)cc3)C2)C1 (stereo unspecified)	-1.4	-0.8	126.7	1.2	-0.9	8.1	-4.1	-7.0	-8.4	-11.9	0.1
Nc1nnc(SCC(=O)OCC(=O)Nc2ccc(Br)cc2)s1	-1.2	-5.1	99.7	1.9	2.1	6.6	-10.2	8.9	26.4	12.9	1.7
COc1cc([N+](=O)[O-])cc(/C=N/NC(=O)c2cc(C)nc3ccccc23)c1O	-2.2	0.4	102.4	-1.4	-0.9	11.6	-20.2	5.8	758.0*	-1.2	2.8
COc1ccc(/C=C/C(=O)OC(C)CN2CCCCC2)cc1 (stereo unspecified)	-2.8	-2.4	96.3	2.2	2.7	13.8	9.2	-2.9	-5.8	-4.5	-1.7
Cc1ccc(NC(=O)c2ccccc2)cc1C	-1.9	5.5	92.4	3.4	-0.2	10.9	-15.8	-1.2	99.1	-16.1	-1.0
CCc1nc(SCC(=O)NNC(=O)c2ccc(C)cc2)c2ccccc2n1	-1.3	-5.2	107.4	-4.7	1.7	6.8	-46.7	2.4	2.1	14.8	-0.8
COc1ccc(Cl)cc1NC(=O)c1cnccn1	-1.9	-0.8	113.0	2.0	2.1	9.9	0.4	-0.1	34.6	-0.1	-0.3
CCCc1ccc(OCc2nc(-c3ccc(NC(=O)c4cccs4)cc3)no2)cc1	0.7	1.3	105.0	3.2	3.1	-3.8	-15.1	-8.0	-4.9	-4.5	0.9
COc1ccc(NC(=O)c2oc3ccc(S(=O)(=O)N4CCOCC4)cc3c2C)cc1	1.7	6.2	97.2	0.0	0.5	-9.5	10.4	7.1	x	-17.2	-0.4
Cc1c(NS(=O)(=O)c2ccc3nc(COc4ccccc4Cl)[nH]c3c2)c(=O)n(-c2ccccc2)n1C	-1.8	0.6	100.8	1.1	0.2	8.9	-13.7	4.6	0.8	-12.9	-0.3
CC(C)CC(=O)Nc1ccc(C(=O)NNC(=O)C(c2ccccc2)c2ccccc2)cc1	0.4	1.0	89.5	-0.6	1.1	-2.4	-34.9	4.9	13.6	-13.1	0.3
O=C(NC1CCCCCC1)c1ccc(N2CCCC2=O)cc1	-3.3	3.5	x	2.3	2.0	20.0	-18.4	8.2	13.7	0.8	0.2
Cc1c(Cl)cnc(NC(=O)CSc2n[nH]c(N)n2)c1Cl	-2.3	-1.2	96.8	-0.5	1.8	9.2	x	2.3	16.6	5.2	2.3
COc1cccc(C(=O)O/N=C(\N)CS(=O)(=O)c2ccccc2)c1	1.8	-3.6	116.3	0.0	1.9	-10.0	19.6	-12.4	-2.4	-2.5	-0.7
O=C(Nc1ccc(CN2CCCCC2)cc1)c1cccc(Br)c1	0.3	-0.7	110.8	2.3	0.8	-2.5	-11.4	-3.7	8.9	7.7	-0.7
CC(=O)NCCC(=O)N1CCCC(N2CCN(c3cccc(Cl)c3)CC2)C1 (stereo unspecified)	-3.6	-2.3	98.1	0.5	3.3	16.8	-1.8	-3.1	6.1	8.6	0.5
CSc1ccc(/C=N\NC(=O)COc2ccc(Cl)cc2Br)cc1	6.3	-2.1	97.0	1.2	1.0	-36.2	x	-16.7	25.4	8.7	0.6
Nc1nnnn1/N=C/c1ccc(Cl)cc1	-1.4	2.0	103.4	3.2	0.8	6.6	-0.9	0.1	-1.0	-7.3	-2.4
Cc1cc(C)nc(Nc2ccccc2F)n1	-3.5	-1.9	98.9	1.9	7.3	16.8	-1.5	-3.3	-24.7	7.2	1.6
CCN(CC)C(=O)CSc1nnc(NC(=O)CCc2ccccc2)s1	1.5	-0.9	53.6	1.9	3.2	-7.7	-8.0	-2.1	3.4	-11.1	-1.7
Cc1ccc(-c2c(C#N)c(N)nc3c2CCCC3)o1	2.4	2.1	109.3	2.8	-1.4	-13.1	-6.4	-6.0	-7.4	-0.1	0.8

Screening results as filed in PubChem BioAssay.
